NCI-60 one-dose screen, 48 h, at 10 µM unless noted. Numbers give growth in % (100 = growth as untreated, 0 = no growth, -100 = all killed).
SW-620 = SW-620 colon cancer; AID 1794795; hit rate 5.2% among 82,000
SNB-19 = SNB-19 CNS cancer cells; hit rate 2.5% among 81,000
HCT-15 = HCT-15 colon cancer | hit rate 5.2% among 82,000 | AID 1794746
HCC-2998 = HCC-2998 colon cancer. hit rate 4.7% among 79,000. AID 1794799
HCT-116 = HCT-116 colon cancer. hit rate 7.3% among 82,000. AID 1794798
HT29 = HT29 colon cancer; hit rate 7.4% among 81,000; AID 1794748
COLO 205 = COLO 205 colon cancer; hit rate 7.3% among 79,000; AID 1794742
KM12 = KM12 colon cancer cells | hit rate 5% among 82,000
SNB-75 = SNB-75 CNS cancer. hit rate 5% among 79,000. AID 1794750
* = called active by the depositor; nt = not tested or not shown. How the source made its calls: active means growth percent below 10; inactive means the rest.

Structure,SW-620,SNB-19,HCT-15,HCC-2998,HCT-116,HT29,COLO 205,KM12,SNB-75
C[C@]12CC[C@@H]3c4cc(OC(F)F)c(OS(N)(=O)=O)cc4CC[C@H]3[C@@H]1CC[C@@H]2O,28,48,13,16,21,14,12,12,-16*
O=c1cc(/C=N\Nc2nc(-c3ccc(Cl)cc3Cl)cs2)c2cc(Cl)ccc2o1,104,106,91,105,80,99,107,94,81
O=C(NN1C(=O)/C(=C/C=C/c2ccco2)SC1=S)c1ccc(Cl)cc1,105,94,92,103,102,110,121,98,99
CCOC(CCc1c(C)nc(NC(C)=O)[nH]c1=O)OCC,106,110,96,nt,106,118,121,110,120
COc1cc(-c2cc(-c3ccccc3)[nH]c(=O)c2C#N)cc(OC)c1OC,102,105,97,119,95,128,107,118,93
N#Cc1c(Nc2ccc(Cl)cc2)nn2c(-c3ccc(F)cc3)c(-c3nc4ccccc4s3)c(N)nc12,100,101,98,123,90,101,107,100,89
COc1cccc(NC(=S)NC2CC(C)CC(C)(C)C2)c1 (centres undefined),109,98,87,105,87,80,94,89,85
O=C(Nc1cc(Cl)cc(Cl)c1)Nc1cc(Cl)cc(Cl)c1,-42*,5.6*,-23*,-27*,-79*,-21*,-99*,-23*,-14*
O=C1c2ccccc2-c2c1c1c3ccccc3[nH]c1c1c2[nH]c2ccccc21,93,95,50,65,63,44,76,48,97
COC(=O)c1cc(=O)nc(NN=C2c3ccccc3-c3ccccc32)s1,72,60,51,87,75,92,104,53,85
COc1ccc(-c2c3c(N)nc(-c4ccccn4)nc3nc3c2c(C)nn3-c2ccccc2)cc1,108,93,71,106,97,103,119,90,124
C/C=C/c1ccc(OC)cc1,105,110,109,100,98,103,103,104,98

The final seven entries of the part before lead into the next.
Structure,SW-620,SNB-19,HCT-15,HCC-2998,HCT-116,HT29,COLO 205,KM12,SNB-75
N#Cc1c(Nc2ccc(Cl)cc2)nn2c(-c3ccc(F)cc3)c(-c3nc4ccccc4s3)c(N)nc12,100,101,98,123,90,101,107,100,89
COc1cccc(NC(=S)NC2CC(C)CC(C)(C)C2)c1 (centres undefined),109,98,87,105,87,80,94,89,85
O=C(Nc1cc(Cl)cc(Cl)c1)Nc1cc(Cl)cc(Cl)c1,-42*,5.6*,-23*,-27*,-79*,-21*,-99*,-23*,-14*
O=C1c2ccccc2-c2c1c1c3ccccc3[nH]c1c1c2[nH]c2ccccc21,93,95,50,65,63,44,76,48,97
COC(=O)c1cc(=O)nc(NN=C2c3ccccc3-c3ccccc32)s1,72,60,51,87,75,92,104,53,85
COc1ccc(-c2c3c(N)nc(-c4ccccn4)nc3nc3c2c(C)nn3-c2ccccc2)cc1,108,93,71,106,97,103,119,90,124
C/C=C/c1ccc(OC)cc1,105,110,109,100,98,103,103,104,98
CCC(C)(C(N)=O)c1ccccc1 (centres undefined),102,102,102,106,101,105,115,101,102
Nc1ccc(-c2nnc3sc(-c4ccc(F)cc4)nn23)cc1,103,97,99,95,101,104,107,107,90
COc1cc2cc(Oc3ccc(NC(=O)c4cccc(C(F)(F)F)c4)cc3)c(C)nc2cc1OCCN1CCCCC1,-72*,90,-89*,-18*,0.6*,-51*,-95*,nt,91
Cc1ccc(-c2nc(N3CCN(C(=O)c4ccc(OC(F)(F)F)cc4)CC3)c3ccccc3n2)cc1,97,88,73,97,85,89,91,93,76
Cc1ccc(NC(=O)Cn2c(O)c(N=NC(=O)CNc3ccc(S(N)(=O)=O)cc3)c3ccccc32)cc1,112,66,106,108,101,111,129,53,106
Cn1cnc([N+](=O)[O-])c1/C=C1\Oc2ccccc2C1=O,103,102,nt,98,91,94,105,98,82
COc1ccc(S(=O)(=O)NNS(=O)(=O)c2ccc(OC)c(OC)c2)cc1OC,101,103,102,nt,118,nt,104,111,86
CCOC(=O)c1ccc(-n2c(C)nc3cc(Cl)ccc3c2=O)cc1,102,87,83,105,97,102,101,84,86
Cc1nn(-c2ccccc2)c2nc(C)n(CC(=O)Nc3ccc(C(=O)N[C@@H](CCC(=O)O)C(=O)O)cc3)c(=O)c12,nt,95,95,109,98,90,106,101,75
NS(=O)(=O)c1ccc(-n2cc(/C=C/C(=O)c3ccccc3Cl)c(-c3ccc(OCc4ccccc4)cc3)n2)cc1,109,96,87,99,88,79,95,97,77
CC(Br)C(=O)N1CCN(c2cc3c(cc2F)c(=O)c(C(=O)O)cn3C2CC2)CC1 (centres undefined),92,78,66,70,55,71,82,86,101
Cc1nc2cc(O)c(O)cc2cc1Oc1ccc(NC(=O)Nc2ccc(Cl)c(Cl)c2)cc1,49,49,37,93,45,48,35,75,76
CCOC(=O)c1ccc(S(C)(=O)=O)cc1,95,110,99,108,105,109,117,103,98
N#C/C(=C1\SCCCN1c1ccccc1)c1nc2ccccc2s1,93,88,98,105,81,97,108,88,82
CN1C(=O)c2ccccc2S1(=O)=O,106,115,111,108,105,108,113,107,105
N#Cc1c(Nc2ccccc2)nn2c(-c3ccccc3)ccnc12,104,103,94,110,109,103,106,102,100
O=C(N/N=C/c1ccc(O)cc1O)c1ccc(Nc2ccnc(C(F)(F)F)c2)cc1,49,32,40,65,27,59,9.6*,57,62
CCCCCCCCCCCCCCCC[N+](C)(C)CCCNS(=O)(=O)c1ccc2ccccc2c1,106,105,111,109,109,117,118,105,97
Cc1ccc(OCCOCCOCCOCCOCCOc2ccc(C)n(O)c2=S)c(=S)n1O,28,17,29,-7.7*,18,26,10,23,25
CN(C)/C(=C/C(=O)c1ccccc1)C(=O)c1ccccc1,122,98,104,102,106,105,111,108,97
Cc1c(O)cc(C(=O)CCl)c(O)c1C,104,107,102,108,106,112,107,108,86
CC[N+](C)(C)c1ccccc1,102,99,108,107,108,103,105,102,90
O=S(=O)(NCCNc1nccc(-c2c(-c3ccc(F)c(O)c3)nc3occn23)n1)c1ccccc1,63,74,77,62,23,62,41,53,72
CNC(=O)c1cc(Oc2ccc(NC(=O)Nc3ccc(Cl)c(OC)c3)c(F)c2)ccn1,90,102,82,99,65,61,77,85,77
N=C(N)c1ccc(-c2ccc(-c3ccco3)o2)cc1,60,68,31,-28*,42,5.1*,-90*,nt,22
CCC(C)C(=O)OC(=O)c1ccc([N+](=O)[O-])cc1 (centres undefined),102,100,100,114,104,117,103,96,93
Oc1c(Br)c(Br)c(O)c(Br)c1Br,8.9*,106,11,128,96,129,-34*,110,120
CCC(CC)C[N+](C)(C)C,103,109,99,119,106,107,110,105,93
COc1cccc2c1[C@H](OC)[C@]13O[C@@]1(C2=O)[C@H](O)[C@H](C)[C@@](O)(C(=O)[C@@H]1O[C@H]1C)[C@@H]3O,-15*,1.4*,-15*,-79*,-27*,-29*,-45*,-31*,-62*
CCN(Cc1ccccc1)C1CCN(Cc2cc(Br)ccc2O)CC1,64,66,50,2.0*,39,13,-21*,51,49
N#CC(C#N)=C1NC(c2ccccc2)=C(c2ccccc2)C(c2ccccc2Cl)=C1C#N,110,106,102,99,94,80,123,113,107
c1ccc2[nH]c(CCCCCc3nc4ccccc4[nH]3)nc2c1,96,88,104,98,97,95,102,102,80
CC(=O)Nc1ccc(C(=O)COc2ccc(/C=C3\CCc4ccccc4C3=O)cc2)cc1,113,106,102,118,106,104,143,nt,116
Cc1ccc(OCC(O)CN2CCN(c3cccc(Cl)c3)CC2)cc1 (centres undefined),115,95,104,105,96,100,93,106,92
N/C(=N\S(=O)(=O)c1ccc2ccccc2c1)Nc1nc2ccccc2[nH]1,78,86,80,94,78,90,85,69,nt
CCCC(C)(CC)C(=O)OCC1CSC(=S)S1 (centres undefined),112,112,114,112,105,97,112,100,99
O=S(=O)(NCCCNc1nccc(-c2c(-c3cccc(F)c3)nc3occn23)n1)c1ccc(Br)cc1,105,104,89,125,72,52,74,92,89
COC1OC(COS(=O)(=O)c2ccc(C)cc2)C(OC(=O)c2ccccc2)C(OC(=O)c2ccccc2)C1OC(=O)c1ccccc1 (centres undefined),107,102,93,nt,90,113,111,105,83
C=CCC(C(C)=O)C(=O)OCC (centres undefined),92,99,104,100,105,103,113,95,nt
CCCCc1nc(Cl)c(C2CC(c3ccc(OC)cc3)=NN2C=O)[nH]1 (centres undefined),101,93,97,99,98,94,102,96,90
CC/C=C1/C(=O)C=C[C@@H]1C/C=C\CCCC(=O)OC,15,63,21,114,-60*,25,97,17,91
CCCCCCCNc1ncncc1-c1ccc(C(F)(F)F)cc1,101,101,99,105,88,95,99,103,91
C/C(=N\N)c1ccc(NC2=CC(=O)c3ccccc3C2=O)cc1,84,88,61,110,81,97,100,78,135
Nc1ncc(-c2ccc3ncnc(Nc4cncc(Cl)c4)c3c2)cn1,96,77,73,80,82,69,76,83,31
COc1ccc(-c2oc3cc(O)cc(O)c3c(=O)c2OC)cc1,105,88,96,90,87,104,221,87,36
N/C(=N\N=C\c1ccc(Br)cc1)c1c(N)nc(=S)[nH]c1-c1ccc(Cl)cc1Cl,108,99,108,114,96,112,114,100,nt
COc1ccc(/C=C/c2nc3ccccc3s2)cc1OP(=O)(O)O,68,82,42,105,72,106,119,62,91
OCC[C@@H]1C[C@H]1c1cc2ccccc2o1,97,98,102,108,95,101,105,104,84
Cc1ccc(S(=O)(=O)Nc2ccc(C(=O)CC3(O)C(=O)Nc4ccc(F)cc43)cc2)cc1 (centres undefined),97,94,98,97,98,111,103,102,77
NC(=O)c1cccc(-n2ccc3cc(NC(=O)Nc4ccc(Cl)c(Cl)c4)ccc32)n1,94,86,60,98,72,61,nt,56,69
N#Cc1c(N)nc2c(c1N)C(c1ccc(Cl)cc1)C1=C(CCCC1=O)N2c1sc2c(c1C#N)CCCC2 (centres undefined),107,92,102,90,71,81,96,90,91
O=C(O)[C@@H]1CCCC[C@@H]1Cl,106,108,103,102,100,102,108,105,82
Cc1nc2ncc(C(=O)NNC(=O)c3ccccc3)c(=O)n2[nH]1,106,98,106,107,95,90,101,97,89
CCOC(=O)C1=C(N)N(c2ccc(Cl)cc2)C2=C(C(=O)CC(C)(C)C2)C1c1ccc(F)cc1 (centres undefined),101,78,66,99,66,61,87,91,102
O=C1N/C(=C\c2ccccc2)c2ncccc21,113,104,101,109,101,113,nt,97,92
CC(=O)N1c2ccccc2NC2=C(C(=O)N(Cc3ccccc3)C2(C)C)C1c1ccco1 (centres undefined),22,24,16,3.7*,7.5*,10.0*,17,15,17
O=C(Cn1c(Cc2cccc3ccccc23)nc2ccccc21)N/N=C/c1ccccc1O,108,87,93,100,94,100,99,98,100
COc1cc(C2C(C(C)=O)=C(C)NC(C)=C2C(C)=O)cc(Br)c1O,100,107,104,100,104,102,110,106,86
CCSC1=CC(=O)c2ccccc2C1=O,55,88,73,117,2.6*,105,97,94,53
COC(=O)c1cc(C(=O)OC)c(C(=O)OC)cc1C(=O)OC,107,98,108,86,105,101,117,94,102

Structures from the list above that have a nitro group on carbon (2):
Structure,SW-620,SNB-19,HCT-15,HCC-2998,HCT-116,HT29,COLO 205,KM12,SNB-75
Cn1cnc([N+](=O)[O-])c1/C=C1\Oc2ccccc2C1=O,103,102,nt,98,91,94,105,98,82
CCC(C)C(=O)OC(=O)c1ccc([N+](=O)[O-])cc1 (centres undefined),102,100,100,114,104,117,103,96,93

In a second layout: entries from further up.
Screens in order – SW-620 | SNB-19 | HCT-15 | HCC-2998 | HCT-116 | HT29 | COLO 205 | KM12 | SNB-75
CC(=O)N1c2ccccc2NC2=C(C(=O)N(Cc3ccccc3)C2(C)C)C1c1ccco1 (centres undefined)
    22 | 24 | 16 | 3.7* | 7.5* | 10.0* | 17 | 15 | 17
O=C(Cn1c(Cc2cccc3ccccc23)nc2ccccc21)N/N=C/c1ccccc1O
    108 | 87 | 93 | 100 | 94 | 100 | 99 | 98 | 100

Next part.
Structure,SW-620,SNB-19,HCT-15,HCC-2998,HCT-116,HT29,COLO 205,KM12,SNB-75
COc1c(C(=O)/C=C/c2ccc(Cl)cc2)c(O)cc2occc12,62,77,56,99,52,82,111,65,58
CCc1ccc(OCC(=O)c2ccc(O)c(CN(C)C)c2O)cc1,107,94,95,102,99,96,112,100,85
CC(=O)Nc1cccc(C)c1,99,106,98,nt,100,108,103,96,93
CCOC(=O)c1c(-c2ccc(F)cc2)c(Cc2ccccc2)n(CCc2ccccc2)c1C,91,97,99,108,62,85,97,103,94
CCOC(=O)c1ccc(NC(=S)NC(=O)c2ccc(NC(=O)C(C)C)cc2OC)cc1,63,58,24,68,24,68,38,30,51
COc1ccc(-c2n[nH]nc2-c2csc3ccccc23)cc1OC,21,30,16,72,22,8.6*,35,28,1.7*
CC(=O)O,103,101,100,127,102,106,112,110,95
C=C(C)C(OC(C)=O)OC(C)=O,106,104,106,nt,96,108,106,122,97
Cc1ccc(/C=C2/C(=O)Nc3cc(Cl)c(-c4csc(N)n4)cc32)cc1,59,55,63,91,66,48,82,44,52
CCN(CC)CCNC(=O)c1cn2ncnc(Oc3ccc(NC(=O)NC4CC4)c(F)c3)c2c1C,96,88,99,104,97,101,102,99,86
O=C(N/N=C/c1ccccc1)C(O)(c1ccccc1)c1ccccc1,100,119,103,99,105,103,119,104,93
CCOC(=O)C(C#N)C(=N)C1CC(C)(C)OC1=O (centres undefined),108,104,100,116,111,116,112,108,89
CCC(=O)NCc1cc(-c2ccc(Cl)cc2)n(-c2ccccc2)c1C,88,89,54,101,62,92,67,78,75
O=C(Nc1ncccc1OCc1cccc(F)c1)NC12CC3CC(CC(C3)C1)C2,68,92,73,95,69,76,100,87,90
O=C(O)COc1ccc(OCC(=O)O)cc1,15,8.3*,72,-34*,9.0*,5.1*,16,8.2*,-12*
CCN1CCCc2ccccc21,98,103,96,99,96,108,106,94,76

High-throughput results as filed in PubChem.

Rows are unselected. About 10% of those tested had a hit in this group.
